Bioassay records deposited in PubChem BioAssay by The Scripps Research Institute Molecular Screening Center.
LYPLA1 inh: blocks human lysophospholipase 1, a PME1 counter-screen | O75608 | recombinant LYPLA1, FP-Rh probe fluorescence polarization | inhibition, % at 5.9 µM | 320,000 compounds, 0.16% hits | AID 2174;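 active = inhibition above the mean of all tested compounds plus 3 SD, set per campaign, cut at about 14% in these data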;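 note: inhibitors block serine hydrolase probe labeling of LYPLA1 so polarization falls; 0% = enzyme with DMSO and 100% = wells lacking LYPLA1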
Target sequence (O75608 whole entry, looked up): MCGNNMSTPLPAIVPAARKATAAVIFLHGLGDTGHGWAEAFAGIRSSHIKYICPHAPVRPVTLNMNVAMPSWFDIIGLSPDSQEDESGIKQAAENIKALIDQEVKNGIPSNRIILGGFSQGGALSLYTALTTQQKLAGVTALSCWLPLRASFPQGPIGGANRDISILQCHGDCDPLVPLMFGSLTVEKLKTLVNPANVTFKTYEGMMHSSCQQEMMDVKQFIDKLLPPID
PAFAH1B2 FP inh: blocks human PAF acetylhydrolase 1b catalytic subunit 2. P68402. recombinant PAFAH1B2, FP-rhodamine activity probe, fluorescence polarization. inhibition, % at 3.39 µM. 340,000 compounds, 1.2% hits;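 active = inhibition above the mean of all tested compounds plus 3 SD, cut at about 24% in these data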;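 note: 0% = enzyme with DMSO and 100% = wells lacking PAFAH1B2; many of its hits are not listed in these tables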
Target sequence (P68402 whole entry, looked up): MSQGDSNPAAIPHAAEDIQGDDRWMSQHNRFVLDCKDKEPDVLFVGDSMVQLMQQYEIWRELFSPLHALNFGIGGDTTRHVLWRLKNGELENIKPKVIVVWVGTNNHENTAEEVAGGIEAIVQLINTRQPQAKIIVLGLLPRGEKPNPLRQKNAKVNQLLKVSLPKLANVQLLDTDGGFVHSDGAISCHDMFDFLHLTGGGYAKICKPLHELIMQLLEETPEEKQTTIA
PAFAH1B3 FP inh: PAFAH1B3 (human) inhibition | recombinant PAFAH1B3, FP-rhodamine probe, fluorescence polarization | inhibition, % at 3.39 µM | 340,000 compounds, 0.28% hits | AID 492972;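 active = inhibition above the screen-wide average of all tested compounds plus 3 SD, cut at about 25% in these data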;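 note: 0% = enzyme with DMSO only and 100% = wells lacking PAFAH1B3 protein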
Target sequence (Q15102 whole entry, looked up): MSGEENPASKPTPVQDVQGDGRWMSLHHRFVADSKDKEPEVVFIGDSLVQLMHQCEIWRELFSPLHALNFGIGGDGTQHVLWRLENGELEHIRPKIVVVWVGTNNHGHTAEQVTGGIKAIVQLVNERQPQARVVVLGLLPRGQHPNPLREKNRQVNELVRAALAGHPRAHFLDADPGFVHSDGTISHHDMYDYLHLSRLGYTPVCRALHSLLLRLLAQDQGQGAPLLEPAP
LYPLA2 inh: LYPLA2 (human) inhibition in PME1 counter-screen. O95372. recombinant LYPLA2, FP-Rh probe fluorescence polarization. inhibition, % at 5.9 µM. 320,000 compounds, 0.38% hits;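 active = inhibition above the screen-wide mean plus 3 SD, limit set per campaign, cut at about 26% in these data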;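 note: 0% = LYPLA2 with DMSO and 100% = wells lacking LYPLA2 enzyme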
Target sequence (O95372 whole entry, looked up): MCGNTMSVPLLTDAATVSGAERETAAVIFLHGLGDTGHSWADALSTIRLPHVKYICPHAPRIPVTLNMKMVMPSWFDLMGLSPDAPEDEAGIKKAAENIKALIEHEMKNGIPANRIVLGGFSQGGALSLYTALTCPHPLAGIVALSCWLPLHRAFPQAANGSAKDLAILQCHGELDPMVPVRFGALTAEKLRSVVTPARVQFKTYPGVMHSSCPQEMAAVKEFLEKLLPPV
pPAFAH FP inh: pPAFAH (human) enzyme inhibition | Q13093 | recombinant pPAFAH, FP-rhodamine probe fluorescence polarization | inhibition, % at 3.39 µM | 330,000 compounds, 1.5% hits | AID 463082;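 active = inhibition above the mean inhibition across the screen plus 3 SD, cut at about 25% in these data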;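 note: inhibitors block binding of the rhodamine activity-based probe so polarization drops; 0% = enzyme with DMSO and 100% = wells lacking pPAFAH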
PAD4 inh: blocks human protein arginine deiminase 4; AID 485272; 330,000 compounds, 0.41% hits; inhibition, % at 6.36 µM; recombinant PAD4, RCA probe fluorescence polarization;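 active = percent inhibition above a cutoff equal to the mean of all tested compounds plus 3 SD, cut at about 15% in these data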;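 note: 0% = PAD4 with RCA probe and DMSO and 100% = probe without PAD4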
PME-1 primary: blocks human protein phosphatase methylesterase 1 | Q9Y570 | recombinant PME-1, FP-Rh probe fluorescence polarization | inhibition, % at 5.9 µM | 320,000 compounds, 0.53% hits;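 active = inhibition above the campaign mean of all compounds plus 3 SD, cut at about 26% in these data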;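 note: competitive labeling of PME-1 active site by serine hydrolase directed probe; 0% = PME-1 with DMSO and 100% = wells lacking PME-1 enzyme; inhibitors block probe labeling so polarization falls and inhibition rises; many of its hits are not listed in these tables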
PAFAH2 FP inh: inhibitors of human PAFAH2. Q99487. recombinant PAFAH2, FP-rhodamine activity probe, fluorescence polarization. inhibition, % at 3.39 µM. 340,000 compounds, 0.99% hits;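 active = inhibition above the mean over all tested compounds plus 3 SD, cut at about 30% in these data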;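 note: inhibitors block probe labeling of enzyme so polarization drops; 0% = enzyme with DMSO and 100% = wells lacking PAFAH2 protein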
GSTO1 inh: counter-screen for RBBP9 inhibitors: inhibitors of human GSTO1; P78417; recombinant GSTO1, activity-based probe fluorescence polarization; inhibition, % at 5.96 µM; 300,000 compounds, 1.1% hits; AID 1974;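 active = inhibition above the campaign mean inhibition plus 3 SD, cut at about 35% in these data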;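 note: 0% = GSTO1-1 with DMSO and 100% = wells lacking GSTO1-1 enzyme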
The depositor's hits bear a star; · = no result given.

SMILES | LYPLA1 inh | PAFAH1B2 FP inh | PAFAH1B3 FP inh | LYPLA2 inh | pPAFAH FP inh | PAD4 inh | PME-1 primary | PAFAH2 FP inh | GSTO1 inh
N#Cc1c(-c2ccc(C(F)(F)F)cc2)cc(-c2ccccc2)[nH]c1=S | -1 | -1 | 7 | 6 | 12 | 1 | 2 | 3 | -13
C=CCNC(=S)NN=C1CCCCCCC1 | 1 | -2 | 0 | -1 | 1 | 1 | 5 | -4 | -6
CCCOc1ccc(-c2c(C(=O)N/N=C(\C)c3ccco3)nnn2-c2nonc2N)cc1 | 5 | -4 | 1 | 10 | -1 | 2 | 5 | -3 | -5
CC(C)(O)C#Cc1ccc(C(=O)N2CCC(C(N)=O)(N3CCCCC3)CC2)cc1 | -3 | 3 | 0 | -1 | 2 | 0 | -13 | -1 | 1
CC(=O)c1ccc(Nc2cc(C)nc3nc(C)nn23)cc1 | 1 | 3 | 1 | -6 | -4 | 0 | 4 | -5 | -1
CCN1C(=O)[C@H]2[C@@H](c3ccc(C)cc3)N3C(=O)N(c4ccc(C(F)(F)F)cc4)C(=O)[C@@]3(CC(C)C)[C@H]2C1=O | 0 | 1 | -1 | -3 | 3 | 4 | 1 | 4 | -6
CCN(CC)Cc1cc(C(=O)O)c(C)o1 | -1 | -3 | -3 | -3 | 4 | -3 | 4 | 6 | 5
COCCNC(=O)c1ccc(N2CC3CC(C2)c2cccc(=O)n2C3)c(NC(=O)c2cc(OC)cc(OC)c2)c1 (stereo not given) | 1 | -4 | 7 | 8 | 4 | -3 | 2 | 4 | 0
COC(=O)c1c(NC(=O)COC(=O)CCNS(=O)(=O)c2ccc(NC(C)=O)cc2)sc(C)c1C | -1 | -4 | -1 | -2 | 9 | -4 | 0 | -2 | 10
COc1ccc(/C=C/C(=O)Nc2ccc(S(=O)(=O)Nc3onc(C)c3C)cc2)cc1OC | 2 | -8 | 5 | 2 | 5 | 1 | -15 | 0 | 3
CCOC(=O)CCCCCN(Cc1ccccc1)S(=O)(=O)c1ccc([N+](=O)[O-])cc1 | 3 | 1 | 11 | 12 | 3 | -7 | 0 | -6 | -3
CC(=O)NNc1cc(C)nc(N)n1 | 1 | · | · | 4 | -2 | 7 | 12 | · | 11
C=CC[C@H]1CC(Cc2ccccc2)=C[C@H](CC=C)N1 | 1 | 1 | 4 | -2 | 4 | 3 | -2 | 5 | 5
Cc1cc(NC(=O)Cn2nnc3sc4c(c3c2=O)CCCC4)no1 | -2 | 1 | -4 | -2 | -5 | 6 | -4 | 5 | -3
Cc1ccccc1CSc1nnc(-c2ccccn2)n1C | -1 | · | · | 5 | 3 | 0 | -2 | · | -5
Fc1ccccc1-c1nc(-c2ccc(Br)o2)no1 | -7 | 1 | 10 | 2 | 7 | 1 | -6 | -5 | 2
O=C(Cn1cnc2c(OCc3ccccc3)ncnc21)NCCc1c[nH]c2ccccc12 | · | 12 | 6 | · | -2 | 7 | · | 2 | ·
COc1ccc(/C=N/OCC(=O)Nc2nc3ccccc3s2)cc1 | -6 | 4 | 6 | -6 | 1 | -5 | -8 | -1 | -8
O=C(CN1C(=O)NC2(CCCC2)C1=O)Nc1ccccc1F | 3 | 7 | 10 | 0 | -4 | -1 | -2 | -4 | -2
O=C(Cc1ccccc1)Nc1c(C(=O)N2CCOCC2)cnn1-c1ccccc1 | -1 | 3 | 1 | -2 | 5 | 2 | -1 | 4 | -4
O=C(CNC(=O)c1ccco1)NCC(=O)OCc1ccc(Cl)cc1Cl | 2 | 4 | -6 | 7 | 6 | 0 | 0 | -13 | 10
Cc1ccc(C)c(CN2CCC(CNC(=O)Nc3ccc(C)c(F)c3)CC2)c1 | -2 | 5 | 4 | 6 | -1 | -1 | -7 | 2 | 0
CN(C)c1cncc(C(=O)O)c1 | -1 | 4 | 0 | 2 | 3 | 11 | 0 | -5 | 2
COc1ccc([C@@H]2[C@@H]3C(=O)N(C(C)(C)C)C(=O)[C@@H]3[C@]3(Cc4ccc(Cl)cc4)C(=O)N(c4ccc(Br)cc4)C(=O)N23)cc1 | -8 | -2 | -6 | -13 | 2 | 4 | -9 | -14 | 2
Cc1c(OCc2nn[nH]n2)ccc2c3c(c(=O)oc12)CCCC3 | 3 | 4 | 10 | 9 | 5 | 3 | 2 | 3 | -5
Cc1cccc(/C=N/NC(=O)C2CCCNC2=O)c1 (stereo not given) | 1 | -2 | -2 | 3 | 5 | -5 | 4 | 0 | -2
COc1ccc(Cl)cc1NC(=O)C(C)N1CCN(c2ccccn2)CC1 (stereo not given) | 0 | 1 | 1 | -4 | 3 | -3 | 9 | 0 | 5
NC(=S)N/N=C1\c2ccccc2-c2c(C(=O)O)cccc21 | -1 | 0 | 3 | 5 | 22 | 2 | -4 | 6 | 9
Cc1cccc(N2CCN(S(=O)(=O)c3ccc4c(c3)CCN4C(=O)CCC(=O)O)CC2)c1C | 3 | 6 | -1 | 8 | 8 | 3 | -5 | 0 | -4
CCOC(=O)C1=C(C)NC(=O)NC1c1ccco1 (stereo not given) | -1 | 3 | 9 | 2 | 11 | 1 | -3 | 0 | 1
COc1ccsc1C(=O)NCCN1CCOCC1 | -1 | 1 | 4 | 4 | -1 | 5 | -4 | 1 | 2
O=C(CCCN1C(=O)C(c2ccccc2)Oc2cccnc21)NCc1ccccc1Cl (stereo not given) | 1 | 0 | 5 | 6 | 8 | -2 | 3 | -1 | -5
CCCCC(=O)N/N=C/c1ccc(N2CCOCC2)c([N+](=O)[O-])c1 | 4 | 1 | 3 | -1 | 4 | -3 | 1 | 2 | 8
COc1cc(OC)cc(-c2nnc(SCC(=O)N3c4ccccc4Sc4ccccc43)o2)c1 | -1 | 2 | -5 | 0 | 1 | -3 | 3 | 8 | 0
O=C1c2ccccc2C(=O)N1CCCC(=O)N1CCCc2ccccc21 | -2 | 1 | 4 | 8 | 4 | -6 | 0 | -16 | -4
CCC(=O)N1N=C(c2ccc(Cl)cc2)CC1c1ccco1 (stereo not given) | 1 | 4 | 2 | 1 | 11 | 6 | -1 | 5 | 2
CC(OC(=O)C1CCN(c2ccc(C(F)(F)F)cn2)CC1)C(=O)Nc1cccc([N+](=O)[O-])c1 (stereo not given) | -26 | 3 | 3 | -37 | 2 | 2 | -23 | 1 | ·
CCN(CC)CCOC(=O)c1c(C)oc2ccc(O)cc12 | 0 | 0 | 8 | 0 | -3 | 3 | 1 | 9 | 6
O=C(CSc1ncn[nH]1)Nc1ccc([N+](=O)[O-])cc1Br | -2 | 0 | 2 | 2 | -1 | 0 | 4 | -7 | 1
COc1ccc(/C=C/C(=O)O)cc1Cl | -2 | 5 | 6 | 1 | 0 | -2 | 2 | -3 | -1
CCn1nnnc1SCC(=O)Nc1nc2ccccc2s1 | -1 | -2 | 9 | 5 | 1 | -12 | -3 | 2 | 9
CCOc1ccc(C(=O)CCC(=O)NN2C(=O)NC3(CCCCC3)C2=O)cc1 | -2 | -5 | 6 | -1 | 0 | -2 | -5 | 5 | ·
O=C(CC1(O)C(=O)N(Cc2ccccc2)c2ccccc21)c1ccncc1 (stereo not given) | 4 | -1 | -4 | -5 | 1 | -5 | -3 | 4 | -3
COc1ccccc1NC(=O)CCS(=O)(=O)c1ccc2c(c1)NC(=O)C(C)S2 (stereo not given) | 1 | 1 | 8 | 4 | 2 | 5 | 0 | 1 | 8
Cc1ccc(C)c(NC(=O)C(CC(=O)O)Cc2ccccc2)c1 (stereo not given) | 0 | 1 | 1 | -5 | 3 | 1 | 4 | 1 | 2
CCOC(=O)c1c(C)[nH]c(C(=O)COC(=O)CCNS(=O)(=O)c2ccc(NC(C)=O)cc2)c1C | · | -2 | 7 | · | 3 | -5 | · | 9 | ·
COCC(=O)N1CCC(Oc2ccc(C(=O)NC3Cc4ccccc4C3)cc2)CC1 | -3 | -2 | 2 | -4 | -1 | -6 | 0 | 0 | -2
C[C@H](CO)N1C[C@H](C)[C@@H](CN(C)C(=O)Nc2ccccc2)Oc2ccc(NC(=O)Cn3cnnn3)cc2C1=O | · | 5 | 8 | · | 0 | 2 | · | 5 | ·
COc1ccc(-c2c3c(=O)n(C)c(=O)n(C)c3cn2-c2ccc(O)cc2)cc1 | -3 | 4 | 9 | 2 | 6 | 2 | 2 | -3 | -5
CN(C)CCCNC(=S)NCC(c1ccc(Cl)cc1Cl)c1c[nH]c2ccccc12 (stereo not given) | 0 | 5 | 9 | -3 | 0 | -1 | -2 | 0 | -3
CC(C)n1cnc2cc(NCc3ccccn3)ccc21 | 2 | 3 | -1 | -1 | 5 | -5 | 0 | -3 | 9
CCOc1ccc(-n2ccnc2SCC(=O)Nc2cc(C)on2)cc1 | 1 | 0 | 12 | 4 | 6 | 1 | 3 | 2 | -2
Cc1cc(C)nc(NC(=S)Nc2ccc(Br)cc2Cl)c1 | 0 | 2 | -4 | 1 | 2 | -1 | -1 | 1 | 3
CC(C)C(=O)Nc1ccccc1N1CCN(S(C)(=O)=O)CC1 | 3 | 1 | 1 | 4 | 8 | -4 | 6 | 9 | -10
CCCc1nc(N)sc1C(=O)OCC | 2 | 0 | 2 | 6 | -2 | -3 | -8 | -4 | 6
COc1cc(Cl)ccc1OCc1cc(C(=O)N2CCCCCC2)no1 | 4 | 7 | 2 | 6 | 4 | -2 | 1 | 6 | 2
O=C1C(Cl)=C(Nc2ccccc2O)C(=O)N1c1ccccc1 | -4 | 4 | -1 | -5 | 15 | -10 | -1 | 12 | 6
O=C(CCC(=O)N1CCN(C2CCCC2)CC1)Nc1nnc(C(F)(F)F)s1 | 0 | 2 | 12 | 7 | -1 | -4 | 0 | 2 | 6
CCn1c(/C=N/c2nc3ccccc3n2C)nc2ccccc21 | 2 | 1 | -3 | -2 | -1 | 2 | -7 | 0 | 7
O=C(c1ccc(Cl)cc1)c1cc([N+](=O)[O-])ccc1N1CCOCC1 | 2 | 3 | 5 | 3 | 6 | 0 | -3 | 6 | 12

Further records follow:
SMILES | LYPLA1 inh | PAFAH1B2 FP inh | PAFAH1B3 FP inh | LYPLA2 inh | pPAFAH FP inh | PAD4 inh | PME-1 primary | PAFAH2 FP inh | GSTO1 inh
O=C(Cc1ccc(NC2=NC3CS(=O)(=O)CC3S2)cc1)NCCc1ccccc1 (stereo not given) | 0 | 6 | -8 | -4 | -1 | 2 | 4 | 5 | 1
Cc1cc(N2CCCCC2)n2ncc(-c3ccccc3)c2n1 | 0 | -2 | 2 | -1 | 5 | 0 | 8 | 1 | 16
O=C(CN1C(=O)NC2(CCCC2)C1=O)Nc1cc(C(F)(F)F)ccc1N1CCCCC1 | 0 | 7 | 2 | 2 | -1 | -3 | -1 | 9 | 2
CCOc1cc2c3c(c1)C(C)=CC(C)(C)N3C(=O)C2=O | 2 | 6 | 9 | 13 | 3 | -1 | 7 | 1 | 7
COc1ccc(-c2cc3cc(OC)c(OC)cc3cn2)cc1 | · | 5 | 1 | · | 0 | -3 | · | -3 | ·
O=C(CCN1C(=O)c2ccncc2C1=O)Nc1ccc(F)cc1 | -1 | 1 | 9 | -3 | 0 | -2 | 5 | -6 | 1
CCCCCCCCCn1c2c(c(=N)c3c1CCC3)CCC2 | 5 | 3 | 1 | 16 | 9 | 0 | 8 | 6 | 9

These rows are one share of the data (hit frequency here may not be typical).
